# Compound activity: PubChem BioAssay, several laboratories
# HUVEC prolif 384: blocks proliferation of human endothelial cells; HUVEC proliferation, CellTiter-Glo luminescence, 72 h; stronger effect = lower value; viability, % at 10 µM (by protocol); 86,000 tested, 1.1% active; AID 648;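 active = viability at or below 30%; inactive = viability above 30%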;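 note: 100% = median luminescence of DMSO-only cell control wells on each plate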
# S1P2 ag: S1P2 (human) receptor agonism. O95136. S1P2-expressing cell line, agonist reporter read-out. activation, % at 4.5 µM. 97,000 tested, 0.46% active. AID 729; in the data active = activation above about 16%;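 note: 0% = vehicle low control and 100% = maximal reference agonist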
# Target sequence (O95136 whole entry, looked up): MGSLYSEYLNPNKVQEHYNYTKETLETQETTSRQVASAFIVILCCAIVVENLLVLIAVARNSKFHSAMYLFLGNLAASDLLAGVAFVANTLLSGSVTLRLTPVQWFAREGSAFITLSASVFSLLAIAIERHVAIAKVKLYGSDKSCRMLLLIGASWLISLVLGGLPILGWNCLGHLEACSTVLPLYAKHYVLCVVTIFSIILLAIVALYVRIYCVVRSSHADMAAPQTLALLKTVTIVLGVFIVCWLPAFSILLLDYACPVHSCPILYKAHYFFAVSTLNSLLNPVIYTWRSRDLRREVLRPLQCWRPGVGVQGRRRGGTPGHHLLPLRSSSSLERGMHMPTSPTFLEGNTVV
# E coli WT exp: E. coli BW25113 growth inhibition, expanded screen | OD600 absorbance | growth inhibition, % at 100 µM | 98,000 tested, 0.15% active | AID 710;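 active = growth inhibition above about 50% at one test dose, limit read from the data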;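 note: growth measured after 20 h incubation at 37 °C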
# hDAT+cocaine: modulates human dopamine transporter uptake under cocaine | Q01959 | LLC-PK1 hDAT cells, [14C]-dopamine uptake with cocaine IC80; actives deviate in either direction | 110,000 tested, 1.3% active | B-score at 10 µM;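 active = Z score or B-score, a plate-position-corrected score, falls beyond the plate's 99.7% confidence bounds, in either direction; inactive = both scores lie inside the 99.7% bounds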;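 note: scored against the spread of the other compound wells on the same plate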
# Target sequence (Q01959 whole entry, looked up): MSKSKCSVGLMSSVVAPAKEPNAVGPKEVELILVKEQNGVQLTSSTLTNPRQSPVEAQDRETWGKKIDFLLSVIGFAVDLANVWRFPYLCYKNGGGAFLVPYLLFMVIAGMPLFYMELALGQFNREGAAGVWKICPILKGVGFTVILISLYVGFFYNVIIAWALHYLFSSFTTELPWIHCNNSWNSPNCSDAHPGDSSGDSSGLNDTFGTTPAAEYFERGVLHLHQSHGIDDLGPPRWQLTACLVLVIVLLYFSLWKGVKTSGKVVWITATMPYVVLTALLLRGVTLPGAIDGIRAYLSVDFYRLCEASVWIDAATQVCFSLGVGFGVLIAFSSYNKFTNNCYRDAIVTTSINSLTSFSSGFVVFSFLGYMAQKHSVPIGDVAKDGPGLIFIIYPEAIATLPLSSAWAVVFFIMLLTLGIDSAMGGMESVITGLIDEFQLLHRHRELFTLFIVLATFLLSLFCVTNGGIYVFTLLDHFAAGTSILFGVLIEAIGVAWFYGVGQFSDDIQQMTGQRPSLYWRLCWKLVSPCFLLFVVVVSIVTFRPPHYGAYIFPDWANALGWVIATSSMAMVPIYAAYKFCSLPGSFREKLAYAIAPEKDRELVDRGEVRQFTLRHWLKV
# PostGolgi ctrl: inhibits growth of the yeast control strain; AID 738; inhibition, % at 10 µM; 98,000 tested, 5% active; efflux-deficient yeast background strain, growth absorbance A615, 16 h
# Fibroblast inh: blocks proliferation of human lung fibroblasts. LL 47 human lung fibroblast viability, ATP luminescence; stronger effect = lower value. viability, % at 10 µM. 85,000 tested, 1.1% active. AID 719;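 active = viability at or below 50% in the single dose screen; inactive = viability above 50%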;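 note: compound exposure lasted 72 h before the ATP readout; 100% = median luminescence of untreated cell-only wells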
#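 Test system: LL 47 human lung fibroblasts; Quantity: 1,150 cells/well; Buffer or medium: IMEM plus 15% FBS; Dosing: tenfold compound dosing solution, DMSO at 0.1%; Timing: overnight cell rest, 72 h compound treatment at 37 °C; Detection: ATP-based CellTiter-Glo luminescent readout; Read-out basis: viability percentage against median untreated-cell control; Controls: cell-only wells, no compound.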
# H69AR growth 86K: blocks growth of human H69AR lung tumor cells | AID 598 | 85,000 tested, 6% active | H69AR lung tumor viability, ATP luminescence, 72 h; stronger effect = lower value | viability, % at 10 µM;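 active = viability at or below 40%; inactive = viability above 40%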;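 note: multidrug resistant small cell line overexpressing MRP-1 efflux transporter; 100% = mean luminescence of untreated control wells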
# PostGolgi yeast: growth inhibition of a yeast mutant, post-Golgi transport screen; post-Golgi transport phenotypic cell assay; inhibition, % at 10 µM; 98,000 tested, 0.9% active;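 note: yeast cells grown in 1536-well plates; yeast grown about 18 h at 30C before absorbance read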
# S1P2 antag: antagonists of human S1P2 receptor; O95136; cell-based S1P2 antagonist assay, inhibition at 5 uM; inhibition, % at 5 µM; 97,000 tested, 0.21% active; AID 736; in the data active = inhibition above about 45%;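 note: CRE beta-lactamase reporter cells expressing human S1P2 stimulated with S1P; 0% = agonist at EC80 alone and 100% = agonist plus reference antagonist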
# Numbers without * were called inactive; . = not tested or not shown; & = joins results of further samples. Cut-off read from the data, not from the text of the source, unless noted: active = inhibition above about 30%; inactive = the rest.
no.	SMILES	HUVEC prolif 384	S1P2 ag	E coli WT exp	hDAT+cocaine	PostGolgi ctrl
1	Nc1cc(N)nc(SCC(=O)Nc2ccc3c(c2)OCCCO3)n1	87	-5	22	0.0048	7
2	O=c1oc(-c2ccccc2)nc2ccsc12	89	-3	-1	-1.1	8
3	CCSc1nnc(Cc2cc(=O)[nH]c(=O)[nH]2)n1-c1ccc(F)cc1	95	.	3	-0.56	13
4	CCN1CCCC1CN(Cc1cc2ccc(C)c(C)c2[nH]c1=O)C(=O)Nc1ccccc1OC (configuration not stated)	71	-3	1	1.5	-7
5	CCOc1ccc(N2C(=O)C3C4C=CC(CC4)C3C2=O)c([N+](=O)[O-])c1 (configuration not stated)	.	-4	-2	-0.054	14
6	O=C(OCCN1CCOCC1)c1cccnc1	90&92	-3&-3	8&-6	-0.037&-1.6	20&2
7	CN(C)S(=O)(=O)c1ccc(-c2csnn2)s1	91	0	-2	-0.0081	15
8	Cc1ccc(N(CC(O)Cn2c3ccccc3c3ccccc32)S(C)(=O)=O)cc1 (configuration not stated)	54	-3	-17	-0.26	51*
9	CN(C(=O)c1ccncc1)C1CCS(=O)(=O)C1 (configuration not stated)	93	-4	-3	-0.62	-1
10	O=C(Nc1nncs1)C1COc2ccccc2O1 (configuration not stated)	97	-4	-12	-0.23	6

no.	Fibroblast inh	H69AR growth 86K	PostGolgi yeast	S1P2 antag
1	95	80	-4	10
2	98	98	21	-20
3	90	96	-7	.
4	85	80	-7	4
5	.	.	-2	8
6	96&107	93&102	-3&6	-11&5
7	105	95	14	11
8	92	32*	18	3
9	96	92	-2	21
10	105	97	-4	6

# Three entries already listed, sorted by the value under PostGolgi ctrl, smallest number first.
no.	compound	S1P2 ag	hDAT+cocaine	PostGolgi ctrl	S1P2 antag
10	O=C(Nc1nncs1)C1COc2ccccc2O1 (configuration not stated)	-4	-0.23	6	6
1	Nc1cc(N)nc(SCC(=O)Nc2ccc3c(c2)OCCCO3)n1	-5	0.0048	7	10
7	CN(C)S(=O)(=O)c1ccc(-c2csnn2)s1	0	-0.0081	15	11

# Profiles as entered above.
# `CCSc1nnc(Cc2cc(=O)[nH]c(=O)[nH]2)n1-c1ccc(F)cc1` as listed: HUVEC prolif 384 = 95; S1P2 ag = .; E coli WT exp = 3; hDAT+cocaine = -0.56; PostGolgi ctrl = 13; Fibroblast inh = 90; H69AR growth 86K = 96; PostGolgi yeast = -7; S1P2 antag = .
# `O=c1oc(-c2ccccc2)nc2ccsc12` as listed: HUVEC prolif 384 = 89; S1P2 ag = -3; E coli WT exp = -1; hDAT+cocaine = -1.1; PostGolgi ctrl = 8; Fibroblast inh = 98; H69AR growth 86K = 98; PostGolgi yeast = 21; S1P2 antag = -20

# Additional entries
no.	SMILES	HUVEC prolif 384	S1P2 ag	E coli WT exp	hDAT+cocaine	PostGolgi ctrl
11	O=C(O)C1CC(=O)N(Cc2ccccc2)C1 (configuration not stated)	104	2	-2	-0.66	8
12	FC(F)(F)c1cccc(Oc2cc(C(F)(F)F)nc(-c3ccccn3)n2)c1	.	-7	-1	0.17	9
13	COc1ccc(CCCC(=O)NC2CCCCC2)cc1	.	-4	-11	-0.023	11
14	CCOc1ccccc1NC(=O)C1CCN(c2ccc(S(=O)(=O)N3CCCC3)cc2)CC1	103	-7	-2	0.31	7
15	O=C(O)c1ccc2oc(SCC(=O)N3CCCCC3)nc2c1	102	-1	3	-0.79	5
16	COc1ccc(-n2c(COc3ccc4ccccc4c3)nnc2SCC(=O)NCc2ccco2)cc1	93	-4	-32	0.0029	24
17	CCCC(=O)n1nc(-c2ccccc2)nc1N	93	-6	.	0.72	.
18	Cc1ccc(NC(=O)c2ccc(CSc3ncnc4nc[nH]c34)cc2)c(C)c1	.	-7	-1	1.7	4
19	O=C(CN1CCOCC1)NC1C2CC3CC(C2)CC1C3 (configuration not stated)	94	0	5	0.47	7
20	CCn1nnnc1SCC(=O)NNC(=O)C1CCCCC1	.	-4	1	-0.011	7

no.	Fibroblast inh	H69AR growth 86K	PostGolgi yeast	S1P2 antag
11	101	96	2	-13
12	.	.	-7	0
13	.	.	-4	13
14	88	92	-9	19
15	97	89	1	-1
16	92	90	-5	-12
17	95	96	.	-53
18	.	.	-6	11
19	87	98	1	5
20	.	.	1	-4

# 4 compounds drawn at random from those above, as already listed:
no.	SMILES	HUVEC prolif 384	S1P2 ag	E coli WT exp	hDAT+cocaine	PostGolgi ctrl
11	O=C(O)C1CC(=O)N(Cc2ccccc2)C1 (configuration not stated)	104	2	-2	-0.66	8
15	O=C(O)c1ccc2oc(SCC(=O)N3CCCCC3)nc2c1	102	-1	3	-0.79	5
13	COc1ccc(CCCC(=O)NC2CCCCC2)cc1	.	-4	-11	-0.023	11
12	FC(F)(F)c1cccc(Oc2cc(C(F)(F)F)nc(-c3ccccn3)n2)c1	.	-7	-1	0.17	9

no.	Fibroblast inh	H69AR growth 86K	PostGolgi yeast	S1P2 antag
11	101	96	2	-13
15	97	89	1	-1
13	.	.	-4	13
12	.	.	-7	0

# PostGolgi ctrl: entries above that show a hit
entry	Molecule	S1P2 ag	hDAT+cocaine	PostGolgi ctrl	S1P2 antag
8	Cc1ccc(N(CC(O)Cn2c3ccccc3c3ccccc32)S(C)(=O)=O)cc1 (configuration not stated)	-3	-0.26	51*	3

# Next structures follow.
no.	SMILES	HUVEC prolif 384	S1P2 ag	E coli WT exp	hDAT+cocaine	PostGolgi ctrl
21	N=c1c2c(-c3ccccc3)c(-c3ccccc3)n(Cc3ccco3)c2ncn1Cc1ccco1	2.7*	.	18	0.27	48*
22	COCCn1c(SCC(=O)NCCc2ccccc2)nnc1-c1ccco1	98	-8	2	0.47	7
23	COc1ccccc1NC(=O)C(=O)N1N=C(C(C)C)CC1(O)C(F)(F)F (configuration not stated)	.	-5	4	-0.85	-12
24	Nc1nnc(CC(=O)NCc2ccccc2)s1	99	-2	3	0.21	7
25	O=C1c2oc3ccccc3c(=O)c2C(c2cccc(Br)c2)N1Cc1ccco1 (configuration not stated)	91	-5	-1	-0.75	5
26	Cc1ccc(SCc2nnc(NC(=O)c3ccccc3)s2)cc1	.	-4	-6	-0.65	-6
27	FC(F)(F)c1nc2ncc(Cl)cc2[nH]1	98	.	30	-1.2	4
28	O=C(CCCSc1nc2ccccc2[nH]1)N1CCN(c2ccccc2)CC1	97	-5	13	0.83	0
29	Cn1c(C(=O)OC(C(=O)NC2CCCCC2)c2ccncc2)cc2sccc21 (configuration not stated)	90	1	0	0.012	1
30	CCCNC(=O)NC(C)C12CC3CC(CC(C3)C1)C2 (configuration not stated)	100	-5	-3	-0.4	11

no.	Fibroblast inh	H69AR growth 86K	PostGolgi yeast	S1P2 antag
21	.	1.4*	91*	.
22	110	102	14	12
23	.	.	-7	12
24	.	92	5	5
25	103	75	4	21
26	.	.	-3	-2
27	105	91	0	.
28	97	75	-9	-119
29	85	23*	-3	1
30	94	94	1	-11

# Further entries
no.	SMILES	HUVEC prolif 384	S1P2 ag	E coli WT exp	hDAT+cocaine	PostGolgi ctrl
31	CCOC(=O)C1=C(C)NC2=C(C(=O)CCC2)C1c1coc2ccccc2c1=O (configuration not stated)	96	-6	0	1.2	26
32	Cc1ccc(C(O)CN2C3=NCCN3c3ccccc32)cc1 (configuration not stated)	100	-7	8	-0.00086	-2
33	CC(=O)N(c1ccccc1)C1SC(=O)N(c2ccccc2)C1=O (configuration not stated)	87	-6	-1	-0.025	-2
34	CN1C(=O)NC(c2cccc(O)c2)C(C(=O)c2cccs2)C1(O)C(F)(F)F (configuration not stated)	87	-7	75*	0.083	3
35	C=CCn1c(C)cc(C(=O)CN2C(=O)c3ccccc3C2=O)c1C	92	1	-7	-0.31	11
36	Cc1ccc(-n2c(SCC(=O)OC(C)C)nnc2-c2cnccn2)cc1	102	-2	3	0.00012	7
37	CC(C)Cn1c(CN(Cc2ccccc2)Cc2ccccc2)nc2c1c(=O)n(C)c(=O)n2C	89	0	-14	-0.029	33*
38	COc1ccc(S(=O)(=O)NN=C2CCCCC2)cc1	.	-6	5	-0.31	0
39	Cn1c(NCc2ccccc2)nc2c1c(=O)n(Cc1ccc(Br)cc1)c(=O)n2C	80	-3	1	1.1	21
40	COc1cccc(/C(O)=C2\C(=O)C(=O)N(c3ccccn3)C2c2ccccc2OC)c1 (configuration not stated)	93	-1	0	0.53	-1

no.	Fibroblast inh	H69AR growth 86K	PostGolgi yeast	S1P2 antag
31	95	74	18	7
32	90	85	22	13
33	.	91	3	16
34	95	94	-10	-19
35	98	72	2	9
36	108	97	-6	13
37	104	62	-8	-11
38	.	.	4	28
39	99	91	2	-7
40	106	94	-7	3

# (continued)
no.	SMILES	HUVEC prolif 384	S1P2 ag	E coli WT exp	hDAT+cocaine	PostGolgi ctrl
41	CS(=O)(=O)N(CC(=O)Nc1cccnc1)c1ccc2c(c1)OCCO2	103	-1	3	0.22	-3
42	CCOC(=O)c1ccc(N2CSC3=C(C#N)C(c4ccc(OC)cc4OC)CC(=O)N3C2)cc1 (configuration not stated)	99	-1	4	0.7	-1
43	Cc1ccccc1CSCC(=O)c1c(N)n(C)c(=O)n(C)c1=O	106	-2	-3	0.004	19
44	CCC(=O)Nc1ccc(S(=O)(=O)c2ccc(NC(=O)CC)cc2)cc1	94	-3	-3	-0.071	2
45	c1ccc(CSc2nnc(Cc3ccccn3)o2)cc1	101	-5	9	1.1	6
46	Cc1cc(OCC(=O)NC(C)C)cc(C)c1Cl	105	-2	.	0.77	.
47	Cn1cccc1-c1nc2ccc(NC(=O)c3ccc([N+](=O)[O-])cc3)cc2[nH]1	90	-7	-5	0.57	-4
48	O=C(NC1CCCC1)C(c1c[nH]c2ccccc12)N(C(=O)Cn1nnc(-c2ccc(Cl)cc2)n1)c1ccccc1 (configuration not stated)	.	-7	-6	0.4	8
49	O=S(=O)(c1cc(Cl)ccc1Br)N1CCCCC1	105	-6	2	-0.64	12
50	C=C(C)C(=O)Nc1cccc(C(C)=O)c1	96	-2	0	.	19

no.	Fibroblast inh	H69AR growth 86K	PostGolgi yeast	S1P2 antag
41	100	103	-6	-7
42	95	88	-2	4
43	89	85	1	11
44	103	93	2	-16
45	102	102	-1	13
46	102	92	.	-19
47	92	33*	3	-3
48	.	.	16	-6
49	99	92	-4	4
50	103	92	5	-17

# (more compounds)
no.	SMILES	HUVEC prolif 384	S1P2 ag	E coli WT exp	hDAT+cocaine	PostGolgi ctrl
51	COc1ccc(/C(C)=N\n2cnnc2)cc1	100	.	-3	-0.058	0
52	Cc1ccnc2c(N3C(=O)C4C5C=CC(C5)C4C3=O)cccc12 (configuration not stated)	102	-2	4	-0.9	12
53	CCOC(=O)C1=C(N)OC2=C(C(=O)CC(C)(C)C2)C1c1ccoc1 (configuration not stated)	91	1	3	-0.42	0
54	CCC(=O)N1CCN(c2ccc(Cl)cc2NC(=O)Cc2ccccc2)CC1	84	-1	-2	0.47	18
55	COc1ccc(NC(=O)CSc2nnc(-c3cccs3)n2Cc2ccco2)cc1OC	97	-6	-16	0.46	-12
56	COc1ccc(-n2nc(C(=O)c3cccs3)cc(-c3nc4ccccc4[nH]3)c2=N)cc1	29*	22*	.	.	.
57	CCCC(=O)Nc1ccccc1NC(C)=O	102	-3	11	-0.61	-8
58	COc1ccc(CN2CCCCC2c2cccnc2)c(OC)c1C (configuration not stated)	99	-7	.	0.36	.
59	O=C(CCC1CCCC1)c1c(O)c2ccccc2oc1=O	1.8*	-5	14	-3.2*	0

no.	Fibroblast inh	H69AR growth 86K	PostGolgi yeast	S1P2 antag
51	99	98	-2	.
52	99	104	0	19
53	100	91	-3	6
54	95	72	19	-9
55	91	69	6	8
56	78	1.4*	.	-45
57	94	101	3	-19
58	107	86	.	27
59	91	81	-1	-14
